# Screening results from PubChem.
# NOD1 NF-kB reporter: inhibition of NOD1-driven NF-kB reporter – cell-based, luminescence, uHTS, primary screen (AID 1578). NOD1-driven NF-kB luciferase reporter cells, luminescence; higher % means a stronger effect. inhibition, % at 4 µM; hits with a dose series show EC50 in µM. 290,000 tested, 1% active; in the data active = inhibition mostly above about 36%, no sharp cut-off; inactive = mostly below about 34%;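 note: HEK-293T reporter cells stimulated with the NOD1 agonist gamma-tri-DAP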
# Yfh1-depleted yeast: enhancers of respiration in Yfh1-depleted yeast, dose response, Friedreich's ataxia, plus single-dose screen (AID 1465) | S. cerevisiae Yfh1-off respiration, WST-1 reduction, 72 h; higher fold induction means a stronger effect | fold induction at 50 µM; hits with a dose series show EC50 in µM | 220,000 tested, 0.074% active;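 active = fold induction of absorbance versus untreated yeast above a set limit, then at least 30% activation at any dose in follow-up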;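 note: activators that raise dye reduction in frataxin-depleted yeast; strong numbers were not always called active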
# TNAP activators: human TNAP enzyme activators, primary screen, biochemical, luminescent, no phosphate acceptor, uHTS (AID 1001); purified TNAP, luminescent activation assay, no phosphate acceptor; higher activation fold means a stronger effect; activation fold at 20 µM, or EC50 in µM where a hit was titrated; 200,000 tested, 0.03% active; in the data active = activation fold from about 3, or a potency from the dose series; inactive = the rest, 99 in 100 with activation fold below about 1.6; note: many of its hits are not listed in these tables
# GPR55 beta-arrestin: GPR55 agonists via beta-arrestin recruitment, primary screen, imaging, U2OS cells, beta-arrestin-GFP redistribution (AID 1961). U2OS GPR55 beta-arrestin-GFP redistribution imaging; higher % means a stronger effect. activation, % at 10 µM, or EC50 in µM where a hit was titrated. 290,000 tested, 0.048% active;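 active = activation above 40% with more than 50 cells counted in the well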;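 note: U2OS osteosarcoma cells stably expressing GPR55 and beta-arrestin-GFP; plate controls were DMSO negative control for no effect and LPI positive control for full effect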
# KOR beta-arrestin-1: KOR antagonists, beta-arrestin recruitment, cell-based, luminescence, uHTS (AID 1778). KOR beta-arrestin recruitment, luminescence, antagonist mode; higher % means a stronger effect. 290,000 tested, 0.091% active. one-dose inhibition, % at 10 µM; IC50 in µM for titrated hits; note: strong numbers were not always called active
# KOR beta-arrestin-2: KOR agonists, beta-arrestin recruitment, primary screen, cell-based, luminescence, uHTS (AID 1777) | KOR beta-arrestin recruitment, luminescence; higher % means a stronger effect | activation, % at 10 µM; hits with a dose series show EC50 in µM | 280,000 tested, 0.02% active; in the data active = activation above about 50%, passing the limit was not always enough; note: a part of the inactive calls stands beside numbers as strong as those of hits
# NTR1 ag: agonists of NTR1, primary screen, imaging, U2OS cells, beta-arrestin-GFP, high content (AID 493036); P30989; NTR1-U2OS beta-arrestin-GFP spot imaging, agonist mode; activation, % at 20 µM; 330,000 tested, 0.17% active;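 active = activation at or above 40% of the spot to cytoplasm intensity ratio, with at least 20 cells analyzed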;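 note: 0% = DMSO without peptide and 100% = 100 nM NTR1 peptide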
# Target sequence (P30989 whole entry, looked up): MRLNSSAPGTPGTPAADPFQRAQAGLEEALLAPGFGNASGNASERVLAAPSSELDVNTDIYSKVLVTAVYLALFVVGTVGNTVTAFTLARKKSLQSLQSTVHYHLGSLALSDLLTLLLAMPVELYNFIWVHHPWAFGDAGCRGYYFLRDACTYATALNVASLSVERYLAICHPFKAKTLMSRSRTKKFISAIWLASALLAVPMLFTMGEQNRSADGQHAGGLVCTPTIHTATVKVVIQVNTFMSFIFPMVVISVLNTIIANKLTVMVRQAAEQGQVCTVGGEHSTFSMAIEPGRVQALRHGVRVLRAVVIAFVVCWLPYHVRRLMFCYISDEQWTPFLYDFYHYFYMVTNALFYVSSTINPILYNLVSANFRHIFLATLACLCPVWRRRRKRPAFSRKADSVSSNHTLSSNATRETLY
# HEK293 NOD2/NF-kB: inhibition of NOD2-driven NF-kB reporter – cell-based, luminescence, uHTS, HEK293 (AID 1566). HEK293 NOD2/NF-kB luciferase reporter, luminescence; higher % means a stronger effect. inhibition, % at 4 µM; hits with a dose series show EC50 in µM. 290,000 tested, 0.63% active; note: many of its hits are not listed in these tables
# ER stress rescue: rescue of cells from ER stress-induced death, primary screen, 384-well, CSM14.1, thapsigargin, ATP luminescence (AID 1222). 190,000 tested, under 10 active. cellular ATP content (survival), % at 20 µM; hits with a dose series show EC50 in µM. CSM14.1 thapsigargin-induced death rescue, ATP luminescence; higher % means a stronger effect;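 active = EC50 below 50 µM in the dose-response confirmation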;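 note: death triggered by thapsigargin at about 15 µM added after 2 h compound pretreatment; cell ATP read after overnight thapsigargin exposure of roughly 18 to 22 hours; normalized against plate controls of thapsigargin alone and 5% DMSO vehicle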
# NTR1 ag cell count 20 µM: recorded beside NTR1 ag, whose call it bears; cell count; measured here: cell count, cytotoxicity flag
# The depositor's hits bear a star; i = inactive; x = no result given; [ ] = remark or other dose. Cut-off read from the data, not from the text of the source, unless noted: active = inhibition above about 50%; inactive = the rest.
SMILES,NOD1 NF-kB reporter,Yfh1-depleted yeast,TNAP activators,GPR55 beta-arrestin,KOR beta-arrestin-1,KOR beta-arrestin-2,NTR1 ag,NTR1 ag cell count 20 µM,HEK293 NOD2/NF-kB,ER stress rescue
CCC(C)Sc1nc2ccccc2c(=O)[nH]1 (stereo not drawn),-24%,i,1.1,0.3%,-17%,-1.7%,1.6,48,7%,-0.7%
CC(C)COC(=O)C(C)Nc1n[nH]c(=S)[nH]c1=O (stereo not drawn),-36%,i,1,-0.1%,4%[20 µM],x,-1.4,40,15%,0.9%
Cc1onc(-c2ccccc2Cl)c1C(=O)N1CCN(C)CC1,-37%,x,x,0.7%,-16%,2.8%,-1.1,43,-8%,x
Cn1c(=O)c2c(SCC(=O)N3CCOCC3)nc(C3CC3)nc2n(C)c1=O,-3%,i,1,-0.3%,-40%,-3.1%,0.5,81,-1%,-0.7%
Cc1ccc(NC(=S)Nn2cnnc2)cc1,-37%,i,1.1,-0.1%,-29%[20 µM],-1.4%,-1.2,86,6%,-0.7%
COc1cc(/C=N/NC(=S)Nc2cccc(S(=O)(=O)N(C)C)c2)ccc1O,5%,i,1,-0.1%,5%,0.7%,1.1,74,2%,0.0%
COc1cc(NC(=O)CSc2ncccc2C(=O)OC(C)C)cc(OC)c1,2%,i,1.2,-0.2%,3%,-7.3%,0.5,57,18%,-1.7%
Cc1ccc(CCC(=O)Nc2ccc(C#N)cc2)o1,-14%,x,x,-0.2%,-15%,-0.3%,-0.8,52,-6%,x
CCOc1ncccc1C(=O)N1CCN(C(c2ccccc2)c2ccccc2)CC1,-13%,i,1.1,-0.1%,8%,-8.8%,0.9,51,44%,2.7%
Cc1cc(C)c2c(=O)c(C#N)coc2c1,-4%,i,x,0.1%,1%,-4.7%,1.4,68,6%,x
CCOC(=O)C1=C(N)Oc2ccc3ccccc3c2C1c1ccc(O)c(OC)c1 (stereo not drawn),9%,x,x,-0.2%,14%,10%,14,87,43%,x
CCCCC(=O)N(CCOC)c1nnc(-c2ccccc2C)s1,-35%,i,1.1,-0.1%,-7%[20 µM],-3.0%,0.1,70,19%,1.0%
COC(=O)c1ccc(CSc2nc3sc4c(c3c(=O)n2C)CCCC4)o1,-20%,i,1.1,-0.2%,23%,-1.5%,10,54,14%,1.5%
O=C(O)c1ccc(CN2C(=O)CSC2=S)cc1,-5%,i,1.1,-0.1%,6%,-4.0%,1.3,77,13%,-0.7%
Cc1ccc2c(c1)N(CCC(=O)NC1CC1)C(=O)C(C)O2 (stereo not drawn),24%,i,1,-0.1%,-49%,5.6%,0.5,87,2%,-4.5%
COc1ccc(C2C(C(=O)c3ccccc3)=C(C)Nc3nc4ccccc4n32)c(OC)c1 (stereo not drawn),-33%,x,1,-0.2%,-17%,3.2%,-1.2,83,-8%,-0.7%
O=C(CSc1ncn[nH]1)Nc1nc(-c2ccccc2)ns1,3%,i,0.2,0.2%,-39%,-5.9%,0.4,50,-12%,-1.8%
Cc1noc(C)c1C(=O)NC(C)c1ccc(Cl)cc1Cl (stereo not drawn),-36%,i,1.1,-0.1%,-5%,-6.3%,2.0,56,-10%,3.6%
N/C(Cc1ccc([N+](=O)[O-])cc1)=N\OC(=O)c1ccccc1F,-38%,i,1.1,-0.2%,-36%,-2.5%,0.4,65,-37%,0.7%
CCC(C)NC(=O)C(=O)NCc1ccccn1 (stereo not drawn),-26%,i,1.1,0.2%,-16%[20 µM],x,1.1,40,8%,-0.5%
O=C(O)CSCC(=O)N1CCN(c2nc3cc(Cl)ccc3s2)CC1,-4%,x,x,-0.1%,33%,-2.5%,-1.6,78,17%,x
CCCCNS(=O)(=O)c1ccc(NC(=O)C2CCCO2)cc1 (stereo not drawn),-2%,i,1.1,-0.2%,-4%,3.2%,1.7,74,5%,0.7%
COc1cc2c(cc1NC(=O)c1cc(-c3ccncc3)nc3ccc(C)cc13)oc1ccccc12,-20%,i,1,0.2%,3%,-2.4%,6.0,76,5%,0.7%
O=C(c1ccccc1)c1ccncc1,-9%,i,1.1,-0.1%,-24%,0.0%,0.1,77,4%,x
CCOC(=O)CNC(=S)N(Cc1ccccc1)Cc1ccccc1F,-21%,i,1.1,-0.3%,21%,-3.4%,1.3,64,0%,-0.4%

# One compound at a time, from the list above:
# Cc1ccc(CCC(=O)Nc2ccc(C#N)cc2)o1 across the screens: NOD1 NF-kB reporter = -14%; Yfh1-depleted yeast = x; TNAP activators = x; GPR55 beta-arrestin = -0.2%; KOR beta-arrestin-1 = -15%; KOR beta-arrestin-2 = -0.3%; NTR1 ag = -0.8; NTR1 ag cell count 20 µM = 52; HEK293 NOD2/NF-kB = -6%; ER stress rescue = x
# Cc1ccc(NC(=S)Nn2cnnc2)cc1 across the screens: NOD1 NF-kB reporter = -37%; Yfh1-depleted yeast = i; TNAP activators = 1.1; GPR55 beta-arrestin = -0.1%; KOR beta-arrestin-1 = -29%[20 µM]; KOR beta-arrestin-2 = -1.4%; NTR1 ag = -1.2; NTR1 ag cell count 20 µM = 86; HEK293 NOD2/NF-kB = 6%; ER stress rescue = -0.7%

# Next section
SMILES,NOD1 NF-kB reporter,Yfh1-depleted yeast,TNAP activators,GPR55 beta-arrestin,KOR beta-arrestin-1,KOR beta-arrestin-2,NTR1 ag,NTR1 ag cell count 20 µM,HEK293 NOD2/NF-kB,ER stress rescue
COc1ccccc1OCCNC(=O)c1cccc(S(=O)(=O)N2CCN(C)CC2)c1,-16%,x,x,0.0%,0%,4.6%,-0.1,57,19%,x
O=C1Nc2ccc(Br)cc2/C1=C/C1CC=CCC1 (stereo not drawn),-15%,i,1,0.4%,6%,-8.2%,42*,54*,-8%,-0.7%
CC(NC(=O)COC(=O)c1ccc2ccccc2n1)C1CC2CCC1C2 (stereo not drawn),-20%,i,1.1,-0.5%,-23%,3.0%,-0.4,47,-20%,9.8%
Cc1ccc(NCc2n[nH]c(=S)n2-c2ccccc2)c(C)c1,-15%,i,1.1,-0.3%,24%,-3.8%,1.3,43,16%,-1.3%
O=c1[nH]cnc2sc3c(c12)CCCCC3,24%,i,1,-0.2%,-17%,-5.5%,3.0,70,30%,0.6%
COc1cc(NC(=O)c2cccs2)c(C(=O)OCC(=O)c2cc(C)n(-c3ccc(F)cc3)c2C)cc1OC,10%,i,1.2,-0.3%,-10%,7.9%,4.1,71,9%,2.1%
COc1ccc(NC(=O)C2C3C=CC4(O3)C2C(=O)N(CCN2CCCCC2C)C4C(=O)NC2CCCC(C)C2C)cc1 (stereo not drawn),-28%,x,x,0.1%,-7%,-1.0%,-1.3,47,-2%,x
Cc1ccc(-c2nnn(CC(=O)N(CC3CCCO3)C(C(=O)NC3CCCC3)c3ccc(F)cc3)n2)o1 (stereo not drawn),-4%,i,1,0.0%,14%,-3.7%,-1.2,73,-1%,0.2%
O=C(NCc1cccnc1)c1ccc2c(=O)n(CCCN3CCCC3=O)c(=S)[nH]c2c1,-10%,i,1,-0.1%,22%,-2.9%,-0.6,71,13%,-1.4%
Cn1c(=O)c2[nH]c(CNc3ccc(C(=O)O)cc3)nc2n(C)c1=O,10%,i,x,-0.1%,-14%,5.0%,-1.2,84,-7%,x
COc1cc2c3nnc(-c4ccccc4)c-3cn(Cc3ccccc3F)c2cc1OC,-58%,i,1.1,0.81µM*,-8%,-4.7%,115*,79*,4%,-1.4%
Cc1ccc2c(c1)N(C(=O)CCC(=O)NCCCN1CCC(Cc3ccccc3)CC1)CCO2,-13%,x,x,-0.1%,-11%[20 µM],x,1.3,54,9%,x
N#Cc1ccc(NC(=S)NC(=O)CCc2ccc(S(=O)(=O)N3CCOCC3)cc2)cc1,-35%,i,1,0.3%,3%,-7.9%,3.2,54,2%,2.8%
CC(C)c1ccc(-n2ccnc2SCC(=O)O)cc1,-32%,i,1.1,0.2%,8%,-1.2%,1.4,49,22%,0.7%
CC(=O)N1c2ccc(S(=O)(=O)NCC3CCC(C(=O)Nc4ccc(C)cn4)CC3)cc2CC1C (stereo not drawn),25%,x,x,-0.1%,2%,-0.4%,2.1,62,29%,x
CCCCNC(=O)NS(=O)(=O)c1ccc(C(=O)OC)o1,-8%,i,1,-0.1%,0%,2.9%,0.4,61,3%,0.7%
COc1ccc(OC)c(C(=O)NC(CC(N)=O)c2ccc(N3CCN(c4ccc(F)cc4)CC3)c([N+](=O)[O-])c2)c1 (stereo not drawn),-19%,x,x,-0.2%,-5%[20 µM],-4.6%,6.0,58,10%,x
CC(Sc1nnc2c(n1)C1(C)CCC2C1(C)C)C(=O)Nc1ccccc1 (stereo not drawn),8%,i,1.1,-0.3%,-26%,1.2%,-0.8,80,4%,-0.8%
CN(CCc1ccccn1)S(=O)(=O)c1ccccc1F,1%,i,1.2,-0.2%,8%,0.2%,-0.3,81,8%,-1.7%
COc1ccccc1NC(=O)C(=N\O)/C(C)=N/O,-22%,i,1.1,0.1%,4%,11%,0.2,36,2%,-1.5%
C=CCn1c(O)c(/C=C2\C=NN=C2c2ccccc2)sc1=S,9%,i,x,0.4%,-21%,3.6%,14,54,12%,x
COc1ccc(-c2oc(NC(C)=O)c(C#N)c2-c2ccc(OC)cc2)cc1,12%,i,0.7,-0.1%,-24%,-1.7%,0.7,49,-7%,-0.5%
COc1ccc(-c2ncc3ccccn23)cc1,-1%,i,1.1,0.0%,-3%,-5.6%,-0.9,63,-62%,-2.8%
CC1=NN(C(C#N)c2ccccc2)C(C)(C)C1 (stereo not drawn),7%,i,1,-0.1%,-14%[20 µM],x,-0.1,80,12%,-1.6%
CC(C)Cn1c2c(c(O)c(C(=O)Nc3ncccc3O)c1=O)CCCC2,6%,i,1.1,-0.1%,23%,-1.3%,2.5,37,36%,-0.6%
O=C(COc1ccc(/C=N/NC(=O)c2ccncc2)cc1)Nc1ccc([N+](=O)[O-])cc1,-47%,x,x,0.1%,-12%,-7.6%,0.3,47,3%,x
Cc1cc(C)c(C)c(S(=O)(=O)N[C@@H](C)C(=O)OCC(N)=O)c1C,-43%,i,1.1,-0.5%,12%,1.2%,-0.4,61,-2%,x
O=C(N/N=C/c1ccccn1)c1ccco1,-1%,i,1.1,0.5%,-20%,14%,-2.9,82,1%,5.8%
CC(C)=NNc1nc2c(c(=O)[nH]c(=O)n2C)n1CCCc1ccccc1,6%,x,x,0.4%,-11%,-4.2%,-0.1,81,15%,x
Cc1nc(C(=O)N2CCc3c([nH]c4ccccc34)C2c2cc(F)ccc2F)cs1 (stereo not drawn),7%,i,1.1,0.3%,-18%,6.9%,2.2,45,-16%,2.2%

# Structures above shown as hits in GPR55 beta-arrestin:
canonical_smiles,NOD1 NF-kB reporter,TNAP activators,GPR55 beta-arrestin,KOR beta-arrestin-1,KOR beta-arrestin-2,HEK293 NOD2/NF-kB
COc1cc2c3nnc(-c4ccccc4)c-3cn(Cc3ccccc3F)c2cc1OC,-58%,1.1,0.81µM*,-8%,-4.7%,4%

# The list is partial, so the mix of outcomes need not match the whole.
